Integrin act MD – activates integrin-mediated alleviation for muscular dystrophy | alpha7betagal myoblasts, beta-gal FDG fluorescence, 48 h | actives 0.064% (n = 350,000) | Potency, µM (series often up to 38.3 µM), inactives show at the highest dose activation, usual class: activators;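 note: potency is the fitted concentration of half-maximal effect; 100% = response of the positive control SU9516; nearly all actives have a fitted effect of over 60% in size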
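Alpha7betagal+/- myoblasts (passage 13) were plated 16-24 hr, then exposed to compounds (1:260 dilution of DMSO stock) for 48 hours at 37C. After MPER lysis, β-galactosidase reporter activity was read as FDG fluorescence (ex 480/em 540) after 30 minutes.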
B2AR arrestin – agonists driving beta-arrestin recruitment to human beta2-adrenergic receptor | actives 0.02% (n = 330,000) | beta-arrestin recruitment to beta2AR, cell-based reporter | AID 492947 | P07550 | Potency, µM (titrated, usually from 46.1 µM), for inactives: at the top dose activation, usual class: activators;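 note: potency is the fitted concentration of half-maximal effect; 0% = DMSO controls and full agonism = EC100 isoproterenol or metaproterenol; nearly all actives have a fitted effect of over 65% in size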
Eya2 inh – Eya2 (human) phosphatase inhibition; recombinant Eya2, OMFP fluorescence dephosphorylation (OMFP is methylfluorescein phosphate); Potency, µM (highest dose often 76.9 µM), for the others: at the top dose activity, negative = inhibition, usual class: inhibitors; actives 0.006% (n = 330,000); note: potency is the fitted concentration of half-maximal effect; % is set by controls: 0 for no effect and ±100 for the full control effect
Target sequence (O00167 whole entry, looked up): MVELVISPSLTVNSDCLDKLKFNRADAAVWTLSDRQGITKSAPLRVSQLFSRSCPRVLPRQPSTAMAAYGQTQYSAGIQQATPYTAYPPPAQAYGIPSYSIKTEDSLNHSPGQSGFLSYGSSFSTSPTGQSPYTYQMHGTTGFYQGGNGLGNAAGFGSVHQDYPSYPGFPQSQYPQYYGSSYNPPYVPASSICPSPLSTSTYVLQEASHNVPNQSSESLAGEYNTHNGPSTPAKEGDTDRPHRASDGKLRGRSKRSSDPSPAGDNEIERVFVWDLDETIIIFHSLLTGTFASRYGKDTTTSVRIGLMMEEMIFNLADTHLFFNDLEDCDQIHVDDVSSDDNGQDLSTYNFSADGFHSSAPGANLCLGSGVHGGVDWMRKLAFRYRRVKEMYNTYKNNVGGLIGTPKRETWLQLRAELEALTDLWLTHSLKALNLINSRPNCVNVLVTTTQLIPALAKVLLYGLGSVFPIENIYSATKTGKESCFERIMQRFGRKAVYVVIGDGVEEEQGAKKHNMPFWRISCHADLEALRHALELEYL
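Eya2 (0.2 uM) preincubated 10 min at ambient with compound, then OMFP substrate added at 50 uM; 10 min reaction in 50 mM HEPES pH 7.5, 50 mM NaCl, 5 uM MgCl2, 0.05% BSA, 1 mM DTT. Fluorescence read at Ex 485/Em 525 nm.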
p53 reactivator – restores transcriptional activity of mutant p53. actives 0.063% (n = 320,000). AID 504706. H1299 p53-A138V BP100-luciferase reporter, luminescence, 24 h. Potency, µM (series often up to 92.2 µM), inactives show at the highest dose activity change, positive = activation, actives largely listed as activators; note: potency is the fitted concentration of half-maximal effect; % of control where 0% means no effect; nearly all actives have a fitted effect of over 45% in size
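H1299 (p53-null), stable ts p53-A138V + BP100-Luc; 1000 cells/well, Opti-MEM/10% FBS; cpd 4 pt, 1:5; 24 h, 37 deg C, 5% CO2; detection reagent 10 min RT; luminescence.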
TRPV1 ag – activates the human vanilloid receptor TRPV1 | Q8NER1 | TRPV1-expressing cells, Fluo-8 calcium influx, agonist mode | activation, % at 8.33 µM | actives 0.19% (n = 320,000); in the data active = activation above about 80%; inconclusive = between about 30% and that limit; note: 0% is about no effect
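Cells expressing TRPV1 were dye-loaded with Fluo-8 and read kinetically: 10 s baseline, 3 min after compound (agonist portion), then 2 min after EC20 capsaicin (allosteric enhancer portion). Calcium-bound dye fluorescence at 480/520 nm.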
ELG1 genotoxic – inducers of genotoxicity in HEK293T ELG1-luciferase cells; HEK293T ELG1-luciferase reporter, luminescence, 16 h; Potency, µM (top dose mostly 46 µM), inactives show at the highest dose activity change, positive = activation, hits mostly activators; actives 1.3% (n = 330,000); note: potency is the fitted concentration of half-maximal effect; % of control where 0% means no effect; nearly all actives have a fitted effect of over 60% in size
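Screening used a luciferase reporter fused to human ELG1 in HEK293T cells. Luminescence was read on a CCD plate imager after 16 hr exposure and 30 min ONE-Glo incubation.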
USP2a block – blocks human ubiquitin-specific protease USP2a; USP2 core, Ub-CHOP2 coupled fluorogenic reporter, 485/531; Potency, µM (series often up to 38.3 µM), for inactives: at the highest dose activity change, negative = inhibition, usual class: inhibitors; actives 0.01% (n = 330,000);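 note: potency is the fitted concentration of half-maximal effect; plate controls were DMSO wells for no effect and full inhibition by NEM control for full effect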
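Deubiquitinase activity read as fluorescence (485/531 nm) after Ub-CHOP2 cleavage activates the enterokinase reporter on its substrate; USP2 core 10nM, Ub-CHOP2 and substrate 25nM each, 30min compound preincubation then 60min RT; data normalized to NEM, curves fitted.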
ASM inhibitor – blocks human secretory acid sphingomyelinase | P17405 | placental ASM, HMU-PC fluorogenic substrate, 60 min | Potency, µM (titrated, usually from 57.5 µM), inactives show top-dose activity change, negative = inhibition, hits mostly inhibitors | actives 0.006% (n = 340,000) | AID 504937; note: potency is the fitted concentration of half-maximal effect
Target sequence (P17405 47-631 limits assumed): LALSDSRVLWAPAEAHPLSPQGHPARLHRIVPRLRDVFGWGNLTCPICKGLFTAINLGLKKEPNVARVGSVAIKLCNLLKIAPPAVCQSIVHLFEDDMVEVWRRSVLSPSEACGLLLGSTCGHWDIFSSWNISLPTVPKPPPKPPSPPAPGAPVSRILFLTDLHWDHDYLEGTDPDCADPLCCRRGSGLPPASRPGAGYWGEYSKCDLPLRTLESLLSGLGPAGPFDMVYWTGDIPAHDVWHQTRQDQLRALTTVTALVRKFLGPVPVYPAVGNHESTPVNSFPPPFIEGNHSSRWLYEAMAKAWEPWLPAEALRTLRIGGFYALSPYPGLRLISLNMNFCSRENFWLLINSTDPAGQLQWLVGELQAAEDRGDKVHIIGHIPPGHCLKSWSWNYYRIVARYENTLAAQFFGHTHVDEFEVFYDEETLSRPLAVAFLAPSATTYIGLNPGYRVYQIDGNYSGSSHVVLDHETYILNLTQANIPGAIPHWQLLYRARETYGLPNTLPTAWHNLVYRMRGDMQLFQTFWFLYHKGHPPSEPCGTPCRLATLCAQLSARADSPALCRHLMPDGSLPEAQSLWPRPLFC
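Fluorescence read-out (Ex 386 nm, Em 447 nm) after stopping the reaction at pH 10. Enzyme: ASM from human placenta; substrate HMU-PC0, 9 uM final; 60 min, 37 °C. Compound preincubation 10 min, ambient temperature.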
uPA generation – blocks generation of uPA at the cell surface | Potency, µM (doses to about 38.3 µM), for the others: at the top dose activity change, negative = inhibition, actives largely listed as inhibitors | actives 0.31% (n = 330,000) | cell surface uPA generation assay, qHTS | AID 540303; active = well fitted inhibition curve with a large enough effect; inconclusive = small, poorly fitted or top-dose-only effect; inactive = no such curve, though single readings can be large or run the other way; tested in mouse RAW 264.7 cells; note: potency is the fitted concentration of half-maximal effect; % is set by controls: 0 for no effect and ±100 for the full control effect; nearly all actives have a fitted effect of over 55% in size
BRCA1 expr up – activators of BRCA1 expression | MCF7-BRCA1-FFLuc reporter, luminescence, 48 h; response scale: scaled: vehicle 0%, 10 µM genistein 100% | Potency, µM (top dose mostly 46.1 µM), for the others: at the top dose activation, actives largely listed as activators | actives 1.1% (n = 380,000); note: potency is the fitted concentration of half-maximal effect; nearly all actives have a fitted effect of over 80% in size; some results filed as inactive show a strong effect at the top dose
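Quantitative HTS in MCF7 cells stably reporting BRCA1 expression via firefly luciferase. Compound treatment lasts 48 h at 37 °C in phenol-red free MEM. Activation is expressed relative to genistein at 10 microM and DMSO.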
TSG101-PTAP inh – blocks PTAP/TSG101 interaction to inhibit HIV-1 budding; Q99816; Fluorescence polarization, FITC-PTAP peptide / Tsg101 binding; Potency, µM (highest dose often 115 µM), without a hit: top-dose activity change, negative = inhibition, actives largely listed as inhibitors; 340,000 tested, under 10 active; AID 493005; active = well fitted inhibition curve with a large enough effect in the main read-out, with a control signal flat, not every such curve was filed as active; inconclusive = small, poorly fitted or top-dose-only effect, or effect the other way, or a change in a side signal; inactive = no such curve, though single readings can be large or run the other way; note: potency is the fitted concentration of half-maximal effect; % of control where 0% means no effect
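Tsg101 binding domain (10 uM final) was mixed with compound and a FITC-labeled PTAP peptide (50 nM final) in HEPES pH 7.5 buffer with NaCl, Tween 20, EDTA and TCEP; fluorescence polarization was read after 20 min at r.t.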
* marks the source's active call; other numbers are inactive results; ? = inconclusive; nt = not tested or not shown; [ ] = another dose, or the depositor's remark. Unless noted, calls come from the whole dose curve; as a rule, active = well fitted curve in the direction sought with a large enough effect; inconclusive = small, poorly fitted or top-dose-only effect, or another doubt; inactive = no such curve, though single readings can be large; an effect the other way counts as inactive or inconclusive. No enrichment for hits (roughly 2.6% active in at least one column).

SMILES	Integrin act MD	B2AR arrestin	Eya2 inh	p53 reactivator	TRPV1 ag	ELG1 genotoxic	USP2a block	ASM inhibitor	uPA generation	BRCA1 expr up	TSG101-PTAP inh
COc1cc(C(=O)OCC(=O)c2cc(C)n(C)c2C)cc(OC)c1OC	17%	-0.4%	20%[15.4 µM]	0%	3	-4%	0%	0%	-10%	-55%	-6%
CSCCC(NC(=O)C1CCC(C)CC1)C(=O)NCc1ccco1 (stereo not drawn)	18%	0.2%	10%	1%	13	-4%	2%	3%	-2%	3%	0%
Clc1ccc(-c2nc(-c3ccncc3)no2)c(Cl)c1	24%	nt	nt	nt	nt	nt	nt	-1%	-26%	?	-1%
CCCOc1ccc(Cn2cnc3ccccc32)cc1	-27%	0.2%	-19%	8%	3	-7%	-4%	-3%	-6%	-40%	-11%
NC(=O)C1(N2CCCCC2)CCN(CC(=O)Nc2ccccc2-c2ccccc2)CC1	1%	0.0%	-23%	15%	2	-2%	1%	5%	-6%	-1%	-1%
CCOC(=O)/C=C1/SCC(=O)N1CC(=O)NC12CC3CC(CC(C3)C1)C2	-6%	nt	nt	nt	nt	nt	nt	-4%	0%	-8%	1%
O=C(NCc1ccco1)c1ccc2c(=O)n(-c3ccccc3)c(=O)n(Cc3cccc(F)c3)c2c1	nt	-1.3%	4%	-4%	?	1%	1%	nt	nt	nt	nt
COc1cc(C(=O)NCc2nnc(SCC(=O)Nc3nccs3)o2)cc(OC)c1OC	1%	-0.3%	9%	-4%	-1	9%	4%	2%	4%	-37%	-2%
O=C(c1ccc([N+](=O)[O-])cc1)N(c1ccccn1)c1ccccn1	18%	-0.4%	1%	4%	2	-2%	1%	1%	0%	0%	0%
OCC[C@@H]1C[C@H](O)[C@@H](O)[C@]2(OCc3ccccc32)O1	31%	-0.2%	1%	nt	0	3%	1%	3%	4%	4%	-1%
C#CCCOC(=O)N1C2=NC(C(=O)OC)=C(C(=O)OC)[C@@H]3N(Cc4ccccc4)c4ccccc4[C@]23C[C@H]1C(=O)OC	-3%	-0.9%	-7%	-1%	6	-6%	7%	-1%	?	-8%	0%
CC(CCc1ccccc1)OS(N)(=O)=O (stereo not drawn)	10%	-0.9%	-10%	nt	-1	1%	2%	2%	7%	2%	-6%
COc1ccc(-c2cc(C(=O)NCc3ccco3)c3ccccc3n2)cc1OC	-12%	nt	nt	nt	nt	nt	nt	41%[activator]	-2%	-17%	3%
Cc1ccc(NC(=O)Cn2nc(C(=O)O)c3ccccc3c2=O)cc1S(=O)(=O)N1CCCCCC1	-3%	nt	nt	nt	nt	nt	nt	?	-3%	1%	1%
Cn1c(CN2CCCC2)nc2cc(NC(=O)c3cccs3)ccc21	-1%	-0.7%	-2%	?	-1	1%	3%	7%	-7%	55%	0%
Cc1ccc(Cl)c2c1NC(=O)C2(O)CC(=O)c1ccc(F)cc1 (stereo not drawn)	-22%	-0.1%	0%	-12%	-3	-1%	2%	0%	-5%	-7%	1%
O=C(Cc1ccc(Br)cc1)Nc1cccc(Cl)c1	9%	0.2%	-10%	0%	13	0%	9%	-3%	1%	2%	1%
O=C(NCc1ccco1)c1ccc(Cn2c(=O)c3ccccc3n(Cc3cccc(Cl)c3)c2=O)cc1	20%	-1.0%	6%	-1%	2	4%	5%	-2%	-5%	-34%	-2%
CCc1ccccc1OCC(=O)Nc1nc(-c2cccnc2)cs1	-50%[inhibitor]	8.8%	-22%	8%	2	?	-3%	-5%	-2%	-8%	3%
O=C(Cc1ccccc1)c1ccc(N2CCOCC2)cc1	26%	nt	nt	nt	nt	nt	nt	-1%	3%	11µM*	1%
CC(C)CCNC(=O)CN(C)S(=O)(=O)c1cccc2nsnc12	8%	0.1%	9%	1%	0	-4%	3%	1%	-3%	-24%	-6%
COc1cc(C(=O)NCCSc2ccc(Cl)cc2)cc(OC)c1OC	-14%	-0.3%	9%	-6%	-2	-10%	-1%	4%	-1%	-22%	0%
Cc1ccc(C)c(NC(=O)CCC(=O)N/N=C/c2ccc[nH]2)c1	-16%	9.5%	0%	?	-12	1%	2%	2%	nt	3%	-12%
O=CNc1ccc(S(=O)(=O)NCc2ccccc2)cc1	16%	-0.3%	8%	11%	-2	1%	2%	-1%	nt	-8%	-1%
Cc1ccc2c(COC(=O)C3CSC4(C)CCC(=O)N34)cc(=O)oc2c1C (stereo not drawn)	17%	-0.3%	-18%	5%	nt	-2%	1%	-2%	-14%	13%	-3%
O=c1c2cc(NC(=S)NC3CCCC3)ccc2nc2n1CCCCC2	-25%	-0.1%	-25%	-2%	16	-2%	2%	5%	-16%	32%	0%
O=C(NCCCN1CCOCC1)c1ccc2nc(Cc3ccccc3F)oc2c1	-12%	0.2%	4%	15%	3	?	4%	-1%	-9%	2%	nt
Cc1ccc(S(=O)(=O)/N=C(\N)Nc2nc(C)c3cc(C)ccc3n2)cc1	4%	-0.9%	0%	4%	-1	-1%	1%	-13%	nt	10%	-2%
COc1ccc(C2c3ccc(O)cc3Oc3ncn(CCN4CCOCC4)c(=N)c32)cc1 (stereo not drawn)	13%	-0.7%	8%	-7%	1	12%	0%	-1%	3%	0%	-9%
CCC(=O)NCCc1nc2cc(NC(=O)c3ccco3)ccc2n1C	-13%	-0.3%	3%	19%	3	?	6%	1%	-2%	70%	1%
CCc1ccc(S(=O)(=O)Nc2cc(SCC(=O)O)c(O)c3ccccc23)cc1	-37%[inhibitor]	0.0%	5%	-12%	-1	-22%	0%	?	?	-71%	0%
O=C(Nc1ccc(Oc2ccccc2)cc1)N[C@@H](Cc1ccccc1)C(=O)O	0%	-0.1%	-24%	0%	0	0%	-4%	2%	-6%	2%	-2%
CCOC(=O)CNC(=O)Cn1cnc2sc(C)c(S(=O)(=O)N3CCOCC3)c2c1=O	-13%	0.1%	-1%	-4%	-2	-3%	0%	3%	1%	-6%	-2%
CC1CN(C(=O)COC(=O)CSc2ccc(C(N)=O)cc2[N+](=O)[O-])CC(C)O1 (stereo not drawn)	1%	-0.3%	4%	8%	6	3%	1%	0%	-2%	-8%	0%
Cc1nn(C)cc1/C=N/NC(=O)Cn1nnc(N)n1	32%	-0.4%	15%	-2%	1	2%	0%	0%	9%	-18%	-7%
Cc1nc(-c2ccccc2)ccc1C(=O)O	?	0.2%	-1%	6%	3	-3%	0%	15%	-2%	2%	-2%
O=C(O)c1cc(-c2ccc(/C=c3\sc4nc5ccc(Br)cc5n4c3=O)o2)ccc1Cl	nt	-1.3%	3%	nt	-3	2%	-1%	nt	nt	nt	nt
CC(Nc1ccccc1)C(=O)Nc1ccc(F)cc1 (stereo not drawn)	-3%	-1.1%	2%	-1%	4	3%	-6%	4%	nt	0%	-6%
COc1ccc(-n2c(NN)nc3sc4c(c3c2=O)CCCC4)cc1	-26%	0.6%	-5%	-4%	-2	2%	0%	0%	-1%	-57%	-3%
CC(=O)N(c1ccc(C)cc1)c1nc(C)cc(C)c1C#N	3%	-0.1%	5%	-2%	4	0%	-6%	1%	-3%	-24%	3%
CCCCc1ccc(NC(=O)Cn2c(=O)c(N3CCCCC3)c(N)n(C)c2=O)cc1	-4%	2.9%	0%	0%	nt	-1%	-1%	7%	-4%	-1%	7%
NC(=O)c1ncn([C@@H]2O[C@H](CNCc3ccc(-c4cc(C(F)(F)F)ccc4Cl)o3)[C@@H](O)[C@H]2O)n1	5%	nt	nt	nt	nt	nt	nt	0%	6%	0%	-6%
S=c1[nH]nc(-c2c[nH]c3ccccc23)o1	9%	0.5%	-6%	-4%	-1	4%	4%	1%	1%	-18%	-1%
Cc1ccc(NC(=O)NC(=O)N(C(C)C)S(C)(=O)=O)nc1	-8%	2.8%	-16%	3%	-4	5%	2%	9%	-2%	-10%	-12%
Cc1cc(O)c(C(C)C)cc1NC(=O)Cn1nc(C)c2ccccc2c1=O	4%	-0.2%	-13%	-4%	2	-3%	0%	4%	nt	-49%	-2%
Cc1cccc2c(C(=O)N3CCCCC3)cc(-c3ccccc3)nc12	2%	-0.8%	13%	10%	5	-7%	-9%	-2%	-1%	-28%	3%
CC1=CC(C)(C)N(C(=O)CSc2nnc(-c3ccc(C)cc3)o2)c2ccc(C)cc21	-26%	-0.6%	-1%	1%	-1	-4%	1%	-9%	6%	-78%	-1%
CC(=O)Nc1cccc(C(=O)NC(C)c2ccc(S(N)(=O)=O)cc2)c1 (stereo not drawn)	5%	-0.2%	-3%	1%	1	2%	5%	2%	-3%	15%	-2%

Screening results: PubChem, National Center for Advancing Translational Sciences (NCATS)
